GPR151 ag: activators of human GPR151; Q8TDV0; PathHunter beta-arrestin GPR151 cells, luminescence; activation, % at 11.2 µM; 1% of 650,000 active; AID 1508602; in the data active = activation above about 4.9%;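 also: 0% = median of compound wells and 100% = cells with positive control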
Target sequence (Q8TDV0 whole entry, looked up): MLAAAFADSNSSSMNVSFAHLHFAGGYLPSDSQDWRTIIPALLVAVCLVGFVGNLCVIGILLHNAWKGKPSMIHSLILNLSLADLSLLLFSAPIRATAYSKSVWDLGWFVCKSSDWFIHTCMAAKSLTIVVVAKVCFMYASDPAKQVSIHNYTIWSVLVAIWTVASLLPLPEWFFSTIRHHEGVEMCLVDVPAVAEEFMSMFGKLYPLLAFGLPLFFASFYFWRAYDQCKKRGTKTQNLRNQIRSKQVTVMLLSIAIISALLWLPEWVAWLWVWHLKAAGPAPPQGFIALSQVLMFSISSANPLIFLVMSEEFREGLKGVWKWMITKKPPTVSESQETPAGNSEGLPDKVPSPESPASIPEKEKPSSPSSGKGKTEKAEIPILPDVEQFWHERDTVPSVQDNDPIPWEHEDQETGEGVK
TEAD-YAP block: TEAD-YAP interaction inhibition | HEK-TIYL cells, TEAD-Gal4/YAP UAS-luciferase luminescence | inhibition, % at 9.12 µM | AID 1259422 | 1.4% of 640,000 active; in the data active = inhibition above about 32%;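 also: 0% = median of test compound wells and 100% = reference inhibitor wells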
FBW7 activator: activators of human E3 ligase FBW7 | AlphaScreen FBW7–phospho-cyclin E peptide binding, activator screen | Q969H0 | normalized activity (activation), % at 26.1 µM | AID 1259310 | 0.13% of 650,000 active; in the data active = normalized activity above about 1.9%;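 also: purified mutant Fbw7 with reduced substrate affinity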
MITF primary: blocks human microphthalmia-associated transcription factor; AID 1259374; AlphaScreen MITF homodimerization, bead proximity signal; inhibition, % at 2.6 µM; 0.91% of 650,000 active; O75030; in the data active = inhibition above about 50%;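 also: 0% = vehicle wells with protein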
Target sequence (O75030 whole entry, looked up): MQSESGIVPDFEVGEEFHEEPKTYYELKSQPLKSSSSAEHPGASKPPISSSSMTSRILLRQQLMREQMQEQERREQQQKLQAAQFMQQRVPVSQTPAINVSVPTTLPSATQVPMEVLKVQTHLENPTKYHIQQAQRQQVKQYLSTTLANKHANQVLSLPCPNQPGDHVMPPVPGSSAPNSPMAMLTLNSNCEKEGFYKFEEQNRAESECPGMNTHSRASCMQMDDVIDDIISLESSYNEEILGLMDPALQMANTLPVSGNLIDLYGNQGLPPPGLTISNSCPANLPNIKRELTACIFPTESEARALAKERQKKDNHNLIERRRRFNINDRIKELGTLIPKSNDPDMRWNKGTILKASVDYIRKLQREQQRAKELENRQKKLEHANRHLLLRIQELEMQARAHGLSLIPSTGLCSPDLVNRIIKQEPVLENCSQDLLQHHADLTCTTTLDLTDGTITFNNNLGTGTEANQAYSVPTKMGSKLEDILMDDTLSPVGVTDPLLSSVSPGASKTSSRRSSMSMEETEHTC
The depositor's hits bear a star.

Results for COc1ccc(C2C(C#N)=C(N)Oc3n[nH]c(-c4ccccc4)c32)cc1O (stereo unspecified) ?
GPR151 ag: -1.7; TEAD-YAP block: 0.1; FBW7 activator: -0.1; MITF primary: 2.8

Results for CC1(C)CC2(C)OCCCN2C(=S)N1 (stereo unspecified) ?
GPR151 ag: 0.8; TEAD-YAP block: -5.6; FBW7 activator: -0.2; MITF primary: -2.5

Results for Cc1cc(=O)c2n(Cc3ccc(Cl)cc3Cl)nc[n+]2[nH]1 ?
GPR151 ag: -0.1; TEAD-YAP block: 5.2; FBW7 activator: 0.1; MITF primary: -1.2

What do the screens show for `CCOc1ccccc1-n1nnc(-c2nc(-c3cccnc3)no2)c1N`?
GPR151 ag: 0.6; TEAD-YAP block: -9.9; FBW7 activator: -0.1; MITF primary: 2.9

How did C=CCn1c(SCCC(C)C)nc2c(c1=O)C1(CCCCC1)Cc1ccccc1-2 do in these assays?
GPR151 ag: 2.9; TEAD-YAP block: -2.4; FBW7 activator: -0.1; MITF primary: 1.3

What do the screens show for `CC(C)c1ccccc1OCC(=O)Nc1nncs1`?
GPR151 ag: -0.1; TEAD-YAP block: -2.6; FBW7 activator: -0.2; MITF primary: 0.0

What do the screens show for `COc1cc(OC)cc(C(=O)N2CCN(C(=O)c3c(OC)cccc3OC)CC2)c1`?
GPR151 ag: -0.4; TEAD-YAP block: -1.3; FBW7 activator: 0.2; MITF primary: 3.5

How did CC1=C(C(N)=O)C(c2ccc(OCc3ccccc3)cc2)n2ncnc2N1 (stereo unspecified) do in these assays?
GPR151 ag: 1.5; TEAD-YAP block: -6.7; FBW7 activator: 0.0; MITF primary: 2.8

How did Cc1[nH]c2ccccc2c1-c1csc(N)n1 do in these assays?
GPR151 ag: 1.7; TEAD-YAP block: 2.9; FBW7 activator: -0.1; MITF primary: 8.1

What do the screens show for `CN(CC(=O)Nc1sccc1C#N)Cc1ccc(C(C)(C)C)cc1`?
GPR151 ag: -0.1; TEAD-YAP block: 1.3; FBW7 activator: 0.5; MITF primary: -0.7

How did CCC(=O)N/C(=N\OCc1ccc(F)cc1)c1nonc1NC(=O)CC do in these assays?
GPR151 ag: 0.6; TEAD-YAP block: 7.9; FBW7 activator: 0.1; MITF primary: 5.3

Results for CC(C)=CCN1CCN(Cc2cnc(-c3ccccc3)s2)CC1CCO (stereo unspecified) ?
GPR151 ag: 0.4; TEAD-YAP block: 10.2; FBW7 activator: -0.1; MITF primary: 0.6

How did CC(/C=C1\N=C(c2cccc(Cl)c2)OC1=O)=C\c1ccccc1 do in these assays?
GPR151 ag: -1.1; TEAD-YAP block: 3.0; FBW7 activator: -0.1; MITF primary: 7.9

Results for CCCC1CCC(C2=N/C(=C\c3ccc(Br)cc3)C(=O)O2)CC1 (stereo unspecified) ?
GPR151 ag: 0.1; TEAD-YAP block: -0.3; FBW7 activator: -0.1; MITF primary: 1.4

What do the screens show for `CCOc1ccc(CC(=O)NCCc2cc3c(OC)ccc(OC)c3[nH]c2=O)cc1`?
GPR151 ag: -1.9; TEAD-YAP block: 6.7; FBW7 activator: 0.2; MITF primary: 17.1

What do the screens show for `COc1ccc(S(=O)(=O)N(CC(=O)N2CCN(C)CC2)c2ccc(F)cc2)cc1`?
GPR151 ag: -1.1; TEAD-YAP block: -2.6; FBW7 activator: 0.2; MITF primary: -6.3

How did O=C1NC2(CCN(Cc3ccc(Cl)cc3)CC2)C(=O)N1CCOc1ccccc1 do in these assays?
GPR151 ag: 0.1; TEAD-YAP block: 4.1; FBW7 activator: -0.1; MITF primary: -15.5

Results for Cc1nn2c(NCCO)c3c(nc2c1-c1ccccc1)CCCC3 ?
GPR151 ag: 0.0; TEAD-YAP block: 13.8; FBW7 activator: 0.2; MITF primary: 8.0

Results for COCCN1C(=S)NC2c3ccccc3OC13CCCC23 (stereo unspecified) ?
GPR151 ag: 0.0; TEAD-YAP block: 35.6*; FBW7 activator: -0.2; MITF primary: 3.8

What do the screens show for `CC1CS(=O)(=O)N(c2cccc(C(=O)NCCc3ccccc3F)c2)C1=O` (stereo unspecified)?
GPR151 ag: -0.9; TEAD-YAP block: -16.3; FBW7 activator: 0.1; MITF primary: -12.1

Results for COc1ccc2ccccc2c1CNC1CCN(Cc2ccccc2)CC1 ?
GPR151 ag: 0.2; TEAD-YAP block: -10.1; FBW7 activator: -0.2; MITF primary: -0.5

How did COc1ccccc1-c1nnc(NC(=O)c2cccc(N3C(=O)CCC3=O)c2)o1 do in these assays?
GPR151 ag: 2.6; TEAD-YAP block: -7.6; FBW7 activator: -0.1; MITF primary: -2.8

Results for O=C(NCCCNC(=O)c1ccccc1Br)c1ccccc1Br ?
GPR151 ag: -0.7; TEAD-YAP block: 0.2; FBW7 activator: -0.1; MITF primary: 0.4

Results for O=C(NC1(C(F)(F)F)NC(=O)N(CCc2ccccc2)C1=O)c1ccco1 (stereo unspecified) ?
GPR151 ag: -0.8; TEAD-YAP block: -4.7; FBW7 activator: -0.1; MITF primary: 9.7

How did Cc1ccc2c(c1)CN(CC(=O)NCCCn1cccn1)CC(c1ccsc1)O2 (stereo unspecified) do in these assays?
GPR151 ag: -0.9; TEAD-YAP block: 1.2; FBW7 activator: -0.4; MITF primary: -7.9

How did CN1CC(=O)N(CCOc2ccc(Br)cc2)C1=O do in these assays?
GPR151 ag: 1.2; TEAD-YAP block: -1.1; FBW7 activator: 0.1; MITF primary: 9.4

What do the screens show for `Cn1c(O)c(C2=NC(=S)NC2=O)c2cc(Br)ccc21`?
GPR151 ag: 0.2; TEAD-YAP block: 2.6; FBW7 activator: 0.1; MITF primary: -1.6

How did O=C(Nc1ccc(F)c(Cl)c1)c1cnc(N2CCN(c3ccccn3)CC2)c2ccccc12 do in these assays?
GPR151 ag: -0.5; TEAD-YAP block: 7.5; FBW7 activator: 0.1; MITF primary: -18.7

How did Cc1cc(C)c2nc(NC(=O)c3ccc([N+](=O)[O-])o3)sc2c1 do in these assays?
GPR151 ag: 0.1; TEAD-YAP block: 22.2; FBW7 activator: 0.0; MITF primary: 16.0

Results for COc1ccc(NC(=O)c2c(NC(=O)c3ccc([N+](=O)[O-])o3)sc3c2CCC3)cc1 ?
GPR151 ag: -0.7; TEAD-YAP block: -0.9; FBW7 activator: 0.4; MITF primary: 21.1

How did COC(=O)CN1C(=O)C(O)=C(C(C)=O)C1c1ccc(F)cc1 (stereo unspecified) do in these assays?
GPR151 ag: -0.2; TEAD-YAP block: 5.4; FBW7 activator: -0.2; MITF primary: 29.6

What do the screens show for `Cc1ccc(/C=C/C(=O)NCCc2ccccc2)o1`?
GPR151 ag: 2.8; TEAD-YAP block: -34.5; FBW7 activator: 0.1; MITF primary: 19.5

How did O=C(NC1CCCC1)c1nnc(Cc2ccc(F)cc2)o1 do in these assays?
GPR151 ag: 0.3; TEAD-YAP block: -8.2; FBW7 activator: 0.1; MITF primary: 1.1

How did O=C(/C=C/c1ccco1)Nc1sc2c(c1C(=O)NCc1ccco1)CCC2 do in these assays?
GPR151 ag: 1.0; TEAD-YAP block: -7.7; FBW7 activator: 0.1; MITF primary: 19.4

How did CC(NC(=O)COc1ccccc1C#N)c1ccc(F)cc1 (stereo unspecified) do in these assays?
GPR151 ag: 2.1; TEAD-YAP block: 4.7; FBW7 activator: 0.0; MITF primary: 10.6

Results for Cc1c(Cl)cccc1-n1cnc2ccccc2c1=O ?
GPR151 ag: 0.0; TEAD-YAP block: -4.0; FBW7 activator: -0.1; MITF primary: 8.4

What do the screens show for `CCCCN(C)CCCNC(=O)CCCN1C(=O)COc2ccc(C)cc21`?
GPR151 ag: 0.4; TEAD-YAP block: -5.7; FBW7 activator: -0.2; MITF primary: -15.2

How did COc1cc(-c2nc(C=Nc3cccc(Cl)c3)c(O)o2)cc(OC)c1OC do in these assays?
GPR151 ag: 1.1; TEAD-YAP block: -7.5; FBW7 activator: 0.0; MITF primary: 16.7

How did NC(=O)C1CCN(C(=O)c2ccc3c(=O)n(C4CCCCC4)c(SCc4cccc(F)c4)nc3c2)CC1 do in these assays?
GPR151 ag: -0.2; TEAD-YAP block: 23.2; FBW7 activator: 0.4; MITF primary: 7.9

How did O=C(Nc1cc2c3c(c1)CCC(=O)N3CCC2)c1ccc(Br)o1 do in these assays?
GPR151 ag: 0.7; TEAD-YAP block: 14.2; FBW7 activator: 0.8; MITF primary: -0.1

What do the screens show for `Cc1cc(OCC(=O)Nc2ccc(F)c(F)c2)nc(C(C)C)n1`?
GPR151 ag: -1.4; TEAD-YAP block: 3.7; FBW7 activator: 0.0; MITF primary: -4.3

What do the screens show for `O=C(Oc1ccccc1)Oc1ccccc1`?
GPR151 ag: 0.1; TEAD-YAP block: 6.7; FBW7 activator: 0.1; MITF primary: 9.8

Results for CC1(c2ccccc2)NC(=O)N(Cc2ccccc2C#N)C1=O (stereo unspecified) ?
GPR151 ag: -2.1; TEAD-YAP block: 1.1; FBW7 activator: 0.1; MITF primary: 4.6

Results for Cc1nc2nc(SCC(=O)NC3CCCC3)nn2c(C)c1Cc1cccc(Cl)c1 ?
GPR151 ag: 1.4; TEAD-YAP block: 7.8; FBW7 activator: 0.1; MITF primary: 3.7

How did O=C(O)/C=C/C(=O)NCCCc1ccccc1 do in these assays?
GPR151 ag: -1.8; TEAD-YAP block: 6.4; FBW7 activator: -0.1; MITF primary: 0.2

What do the screens show for `CC(/C=C1\N=C(c2ccc(Cl)c(Cl)c2)OC1=O)=C\c1ccccc1`?
GPR151 ag: -1.5; TEAD-YAP block: -2.8; FBW7 activator: 0.6; MITF primary: 9.9

How did COc1ccc2cc3c(N)nn(C(=O)Cc4c[nH]c5ccccc45)c3nc2c1 do in these assays?
GPR151 ag: -0.1; TEAD-YAP block: 74.7*; FBW7 activator: -0.1; MITF primary: 4.8

How did CCC(=O)N(CCC(c1ccccc1)c1ccc2c(c1)OCO2)Cc1ccc(Cl)cc1 (stereo unspecified) do in these assays?
GPR151 ag: 0.2; TEAD-YAP block: 1.8; FBW7 activator: 0.6; MITF primary: 19.9

What do the screens show for `O=S(=O)(c1ccc(F)c(F)c1)N(Cc1ccco1)CC1CCCO1` (stereo unspecified)?
GPR151 ag: -1.3; TEAD-YAP block: -7.4; FBW7 activator: 0.1; MITF primary: -17.7

Results for COc1ccc(-c2nnc(-c3ccccc3)n2-c2cccnc2)cc1 ?
GPR151 ag: -0.8; TEAD-YAP block: 12.6; FBW7 activator: 0.0; MITF primary: 1.4

How did Cc1noc(C)c1S(=O)(=O)N1CCCC(C(=O)Nc2ccc(C(C)C)cc2)C1 (stereo unspecified) do in these assays?
GPR151 ag: -0.8; TEAD-YAP block: -2.5; FBW7 activator: 0.0; MITF primary: -5.1

Results for COc1ccc(-c2nc3sc(CCNS(=O)(=O)c4ccc(C)cc4)c(C)n3n2)cc1 ?
GPR151 ag: 0.5; TEAD-YAP block: 22.4; FBW7 activator: 0.0; MITF primary: -18.3

Results for COC(=O)CCS(=O)(=O)c1ccc(Cl)cc1 ?
GPR151 ag: -0.1; TEAD-YAP block: 1.0; FBW7 activator: 0.1; MITF primary: -6.4

What do the screens show for `COC(=O)c1ccc(OCCOCCOc2cccc(OC)c2)cc1`?
GPR151 ag: 0.3; TEAD-YAP block: -2.2; FBW7 activator: 0.0; MITF primary: -9.3

What do the screens show for `Cn1c(=O)c2c(nc(NCc3ccco3)n2Cc2c(F)cccc2Cl)n(C)c1=O`?
GPR151 ag: 0.8; TEAD-YAP block: 4.2; FBW7 activator: -0.1; MITF primary: -5.5

How did Cn1c(=O)c2c(nc(N3CCCCCC3)n2CCCc2ccccc2)n(C)c1=O do in these assays?
GPR151 ag: 1.6; TEAD-YAP block: 4.5; FBW7 activator: -0.1; MITF primary: 12.3

Results for O=C(Nc1ccnn1C1CCN(Cc2cc3ccccc3o2)CC1)C1CC1 ?
GPR151 ag: -1.6; TEAD-YAP block: -3.1; FBW7 activator: 0.0; MITF primary: 0.6

How did COc1cccc(CNC(=O)CN2CCC(c3nc4ccc(C)cc4[nH]3)CC2)c1 do in these assays?
GPR151 ag: 0.7; TEAD-YAP block: -10.8; FBW7 activator: -0.1; MITF primary: -2.0

What do the screens show for `C=CCNC(NC(=O)c1ccco1)C(Cl)(Cl)Cl` (stereo unspecified)?
GPR151 ag: 0.1; TEAD-YAP block: -1.1; FBW7 activator: -0.3; MITF primary: -0.4

How did COCCn1nnnc1C(c1ccccc1)N1CCN(c2cccc(OC)c2)CC1 (stereo unspecified) do in these assays?
GPR151 ag: -1.3; TEAD-YAP block: -5.1; FBW7 activator: 1.3; MITF primary: 13.7

Results for Cc1cccc(NC(=O)N2CCC(CN3CCC(C)CC3)CC2)c1 ?
GPR151 ag: 2.6; TEAD-YAP block: 11.1; FBW7 activator: -0.1; MITF primary: -3.9

Arranged by count of non-hydrogen atoms (descending): part of the list above.
How did COc1ccccc1-c1nnc(NC(=O)c2cccc(N3C(=O)CCC3=O)c2)o1 do in these assays?
GPR151 ag: 2.6; TEAD-YAP block: -7.6; FBW7 activator: -0.1; MITF primary: -2.8

How did CC1=C(C(N)=O)C(c2ccc(OCc3ccccc3)cc2)n2ncnc2N1 (stereo unspecified) do in these assays?
GPR151 ag: 1.5; TEAD-YAP block: -6.7; FBW7 activator: 0.0; MITF primary: 2.8

Results for CC(C)=CCN1CCN(Cc2cnc(-c3ccccc3)s2)CC1CCO (stereo unspecified) ?
GPR151 ag: 0.4; TEAD-YAP block: 10.2; FBW7 activator: -0.1; MITF primary: 0.6

What do the screens show for `CC(/C=C1\N=C(c2ccc(Cl)c(Cl)c2)OC1=O)=C\c1ccccc1`?
GPR151 ag: -1.5; TEAD-YAP block: -2.8; FBW7 activator: 0.6; MITF primary: 9.9

What do the screens show for `Cc1ccc(/C=C/C(=O)NCCc2ccccc2)o1`?
GPR151 ag: 2.8; TEAD-YAP block: -34.5; FBW7 activator: 0.1; MITF primary: 19.5

The order is random; about 3.4% have a hit in one of these screens.
